NFkB transloc inh: blocks IL-1B driven NFkB nuclear translocation in HUVEC cells; inhibition, % at 2 µM; HUVEC IL-1B NFkB p65 nuclear translocation imaging; actives 0.43% (n = 94,000);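 active = inhibition above about 30% together with a positive call from visual inspection of the well image, limit read from the data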;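 note: nuclear over cytoplasmic p65 intensity ratio measured by imaging; 0% = IL-1B stimulated DMSO wells and 100% = unstimulated DMSO wells; values of inactives mirror those of a sister screen read the other way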
Bcl-B TR3 displacers: displacers of TR3 peptide from Bcl-B, primary screen, selectivity assay for Bfl-1 inhibitor project, biochemical, fluorescence polarization. displacement, % at 20 µM; hits with a dose series show IC50 in µM. actives 0.11% (n = 96,000). FP displacement of FITC-TR3 peptide from Bcl-B; higher % means a stronger effect;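 active = displacement above 50% at 20 µM plus a fluorescence interference ratio under 1.5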;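 note: plate controls were wells without compound for no effect and wells lacking Bcl-B protein for full effect; a part of the inactive calls stands beside numbers as strong as those of hits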
NFkB transloc pot: enhances IL-1B driven NFkB nuclear translocation; HUVEC IL-1B NFkB p65 nuclear translocation imaging; activation, % at 2 µM; actives 0.3% (n = 94,000); AID 819;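 active = activation above 40%, about the mean plus 3 SD, also judged a hit on visual image review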;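 note: percent activation is computed from the nuclear over cytoplasmic p65 intensity ratio; values of inactives mirror those of a sister screen read the other way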
MRP reversal: reverses drug resistance mediated by MRP; H69AR cells + 2 uM doxorubicin, CellTiter-Glo, 72 h; differential viability (reversal), % at 10 µM; actives 0.04% (n = 85,000); AID 602;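 active = viability drop by adding the cancer drug above about 55%, with treated viability meeting a 40% cutoff, limit read from the data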;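 note: viability without doxorubicin minus viability with 2 µM doxorubicin for each compound; larger differential means the compound sensitizes cells more to doxorubicin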
PLAP inhibitors HTS: inhibition of human placental alkaline phosphatase – biochemical, luminescence, HTS (AID 690) | one-dose inhibition, % at 20 µM; IC50 in µM for titrated hits | purified PLAP, luminescent substrate; higher % means a stronger effect | actives 0.08% (n = 96,000); in the data active = a potency from the dose series; inactive = the rest, 99 in 100 with inhibition below about 30%; note: strong numbers were not always called active
MRP reversal cytotoxicity: recorded beside MRP reversal, whose call it bears; viability, %; H69AR cells, CellTiter-Glo, 72 h; measured here: cytotoxicity without doxorubicin
MRP reversal with doxorubicin: second read-out of MRP reversal, no call of its own (marks repeat the call); viability, %; measured here: viability with 2 uM doxorubicin; hits give low values
NFkB transloc inh cell count 2 µM: recorded beside NFkB transloc inh, whose call it bears; cell count; measured here: cells passing quality filter;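 raw number of nuclei counted in each imaged well without normalization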
NFkB transloc pot cell count 2 µM: second read-out of NFkB transloc pot, no call of its own (marks repeat the call); cell count; measured here: cells passing quality filter
* hit, by the source's call. A portion of the library; count on the stated rates, not on these rows.

For CCN(CC)S(=O)(=O)c1cccc(NC(=O)Nc2cccc(C(F)(F)F)c2)c1 the results were NFkB transloc inh -17.3, Bcl-B TR3 displacers 10.0%, NFkB transloc pot 17.2, PLAP inhibitors HTS 6.2%, NFkB transloc inh cell count 2 µM 196 and NFkB transloc pot cell count 2 µM 196.
Screening COc1ccc(Cn2c(C3CC3)nc3ccc(NC(C)=O)cc3c2=O)cc1 returned NFkB transloc inh -11.8, Bcl-B TR3 displacers -10.4%, NFkB transloc pot 11.8, MRP reversal -6.0, PLAP inhibitors HTS -34.9%, MRP reversal cytotoxicity 88.0, MRP reversal with doxorubicin 94.0, NFkB transloc inh cell count 2 µM 180 and NFkB transloc pot cell count 2 µM 180.
CCC(=O)Nc1ccccc1Nc1cc(C#N)c(C#N)cc1[N+](=O)[O-] was read as Bcl-B TR3 displacers 13.1%, MRP reversal -5.0, PLAP inhibitors HTS 0.5%, MRP reversal cytotoxicity 75.5 and MRP reversal with doxorubicin 80.5.
O=C(Nc1ccccc1N1CCN(c2ccc(F)cc2)CC1)C12CC3CC(CC(C3)C1)C2 was read as NFkB transloc inh -13.5, NFkB transloc pot 13.5, MRP reversal -1.2, MRP reversal cytotoxicity 77.4, MRP reversal with doxorubicin 78.6, NFkB transloc inh cell count 2 µM 140 and NFkB transloc pot cell count 2 µM 140.
For O=C(Nc1ccc(F)cc1)NC1(C(=O)NCc2ccc3c(c2)OCO3)CCCCC1 the results were NFkB transloc inh -0.8, NFkB transloc pot 0.8, MRP reversal -2.1, MRP reversal cytotoxicity 79.4, MRP reversal with doxorubicin 81.5, NFkB transloc inh cell count 2 µM 90 and NFkB transloc pot cell count 2 µM 90.
For COc1cc2c(cc1OC)CN(C(=S)Nc1ccccc1)CC2 the results were NFkB transloc inh 6.7, Bcl-B TR3 displacers 4.9%, NFkB transloc pot -6.7, PLAP inhibitors HTS 3.3%, NFkB transloc inh cell count 2 µM 163 and NFkB transloc pot cell count 2 µM 163.
`Cc1nn(CC(=O)N2CCN(Cc3ccccc3)CC2)c(=O)c2ccccc12` gave Bcl-B TR3 displacers 1.9%, MRP reversal 7.8, PLAP inhibitors HTS -60.4%, MRP reversal cytotoxicity 93.5 and MRP reversal with doxorubicin 85.6.
For CN(C)c1ccc(-c2noc(C3CCN(S(=O)(=O)c4cccc(Cl)c4)CC3)n2)cc1 the results were Bcl-B TR3 displacers -1.3%, MRP reversal 2.4, PLAP inhibitors HTS -1.9%, MRP reversal cytotoxicity 84.0 and MRP reversal with doxorubicin 81.6.
Cc1csc(NC(=O)CSc2nnc(C)n2Cc2ccco2)n1 was read as NFkB transloc inh -9.1, Bcl-B TR3 displacers 5.1%, NFkB transloc pot 9.1, MRP reversal -11.4, PLAP inhibitors HTS 3.5%, MRP reversal cytotoxicity 81.6, MRP reversal with doxorubicin 92.9, NFkB transloc inh cell count 2 µM 165 and NFkB transloc pot cell count 2 µM 165.
For COc1ccc(C2C(C(=O)N3CCCCC3)CCC(=O)N2c2cc(OC)c(OC)c(OC)c2)cc1 (configuration not stated) the results were NFkB transloc inh -27.9, NFkB transloc pot 27.9, MRP reversal 3.1, MRP reversal cytotoxicity 86.8, MRP reversal with doxorubicin 83.7, NFkB transloc inh cell count 2 µM 130 and NFkB transloc pot cell count 2 µM 130.
Screening O=c1c2cc(Cl)ccc2oc2nc3n(c(=O)c12)CCCS3 returned NFkB transloc inh -8.0, Bcl-B TR3 displacers 12.6%, NFkB transloc pot 8.0, MRP reversal -7.1, PLAP inhibitors HTS -61.6%, MRP reversal cytotoxicity 89.7, MRP reversal with doxorubicin 96.7, NFkB transloc inh cell count 2 µM 74 and NFkB transloc pot cell count 2 µM 74.
For CC(C)Cc1cc(C(=O)Nc2cc(Cl)ccc2Cl)no1 the results were NFkB transloc inh 5.1, Bcl-B TR3 displacers -3.2%, NFkB transloc pot -5.1, PLAP inhibitors HTS 4.2%, NFkB transloc inh cell count 2 µM 86 and NFkB transloc pot cell count 2 µM 86.
For CCOCCCn1c(=S)[nH]c2cc(C(=O)NCCN(CC)CC)ccc2c1=O the results were NFkB transloc inh -6.3, Bcl-B TR3 displacers -14.5%, NFkB transloc pot 6.3, MRP reversal 13.1, PLAP inhibitors HTS -18.5%, MRP reversal cytotoxicity 111.2, MRP reversal with doxorubicin 98.0, NFkB transloc inh cell count 2 µM 142 and NFkB transloc pot cell count 2 µM 142.
COc1cc(C)c(Cl)cc1S(=O)(=O)NCc1ccncc1 was read as NFkB transloc inh 4.5, Bcl-B TR3 displacers -5.9%, NFkB transloc pot -4.5, MRP reversal 5.5, PLAP inhibitors HTS -48.1%, MRP reversal cytotoxicity 97.6, MRP reversal with doxorubicin 92.2, NFkB transloc inh cell count 2 µM 136 and NFkB transloc pot cell count 2 µM 136.
For CC1CCN(c2ncnc3c2cnn3-c2ccccc2)CC1 the results were Bcl-B TR3 displacers -12.3%, MRP reversal -6.6, PLAP inhibitors HTS 14.4%, MRP reversal cytotoxicity 57.9 and MRP reversal with doxorubicin 64.5.
For N#C/C(=C\c1cn(-c2ccccc2)nc1-c1cccnc1)c1nnc2n1CCCCC2 the results were NFkB transloc inh -7.0, Bcl-B TR3 displacers 18.0%, NFkB transloc pot 7.0, MRP reversal 12.6, PLAP inhibitors HTS -54.2%, MRP reversal cytotoxicity 78.4, MRP reversal with doxorubicin 65.8, NFkB transloc inh cell count 2 µM 189 and NFkB transloc pot cell count 2 µM 189.
`N#C/C(C(=O)NCc1ccco1)=C1/SC(Cc2ccc(Cl)cc2)C(=O)N1c1ccccc1` (configuration not stated) gave NFkB transloc inh 2.6, NFkB transloc pot -2.6, MRP reversal 43.6, MRP reversal cytotoxicity 110.2, MRP reversal with doxorubicin 66.6, NFkB transloc inh cell count 2 µM 96 and NFkB transloc pot cell count 2 µM 96.
COc1ccc(OC)c(NC(=O)C2CCCN(S(=O)(=O)c3cccc4cccnc34)C2)c1 (configuration not stated) was read as NFkB transloc inh 5.2, Bcl-B TR3 displacers -8.9%, NFkB transloc pot -5.2, MRP reversal 1.6, PLAP inhibitors HTS -43.2%, MRP reversal cytotoxicity 64.6, MRP reversal with doxorubicin 63.0, NFkB transloc inh cell count 2 µM 167 and NFkB transloc pot cell count 2 µM 167.
For CCOC(=O)c1ccccc1NC(=O)N1CCn2c(C)ccc2C1CC (configuration not stated) the results were NFkB transloc inh 1.1, Bcl-B TR3 displacers 6.1%, NFkB transloc pot -1.1, MRP reversal 3.4, PLAP inhibitors HTS 11.9%, MRP reversal cytotoxicity 81.3, MRP reversal with doxorubicin 77.9, NFkB transloc inh cell count 2 µM 124 and NFkB transloc pot cell count 2 µM 124.
CCNc1oc(-c2ccc(OC)cc2)nc1S(=O)(=O)c1ccc(Br)cc1 was read as NFkB transloc inh 5.5, Bcl-B TR3 displacers 2.1%, NFkB transloc pot -5.5, MRP reversal -3.4, PLAP inhibitors HTS 7.0%, MRP reversal cytotoxicity 81.7, MRP reversal with doxorubicin 85.0, NFkB transloc inh cell count 2 µM 155 and NFkB transloc pot cell count 2 µM 155.

Random excerpt: two records from the list.
CCC(=O)Nc1ccccc1Nc1cc(C#N)c(C#N)cc1[N+](=O)[O-] was read as Bcl-B TR3 displacers 13.1%, MRP reversal -5.0, PLAP inhibitors HTS 0.5%, MRP reversal cytotoxicity 75.5 and MRP reversal with doxorubicin 80.5.
For CC(C)Cc1cc(C(=O)Nc2cc(Cl)ccc2Cl)no1 the results were NFkB transloc inh 5.1, Bcl-B TR3 displacers -3.2%, NFkB transloc pot -5.1, PLAP inhibitors HTS 4.2%, NFkB transloc inh cell count 2 µM 86 and NFkB transloc pot cell count 2 µM 86.

More results:
Fc1ccc(CNc2ccc(CNc3ncn[nH]3)cc2)cc1 was read as Bcl-B TR3 displacers -0.7%, MRP reversal -1.1, PLAP inhibitors HTS -70.6%, MRP reversal cytotoxicity 92.1 and MRP reversal with doxorubicin 93.2.
`COc1cc2ncnc(NCc3ccc(C)cc3)c2cc1OC` gave NFkB transloc inh -2.1, Bcl-B TR3 displacers -3.0%, NFkB transloc pot 2.1, PLAP inhibitors HTS -6.4%, NFkB transloc inh cell count 2 µM 165 and NFkB transloc pot cell count 2 µM 165.
CCOC(=O)c1ccc(NC(=O)CC2C(=O)N(c3cccc(OC)c3)C(=O)N2CCOC)cc1 (configuration not stated) was read as NFkB transloc inh 0.4, Bcl-B TR3 displacers -9.4%, NFkB transloc pot -0.4, MRP reversal 2.1, PLAP inhibitors HTS -41.1%, MRP reversal cytotoxicity 81.3, MRP reversal with doxorubicin 79.2, NFkB transloc inh cell count 2 µM 119 and NFkB transloc pot cell count 2 µM 119.
Screening CCCC(=O)NC(=S)Nc1ccccc1C(=O)OC returned NFkB transloc inh -0.7, Bcl-B TR3 displacers -2.5%, NFkB transloc pot 0.7, PLAP inhibitors HTS 8.4%, NFkB transloc inh cell count 2 µM 198 and NFkB transloc pot cell count 2 µM 198.
Screening Cc1nc2ccc(S(=O)(=O)NC(C(=O)N3CCCCCC3)C(C)C)cc2s1 (configuration not stated) returned NFkB transloc inh 0.2, Bcl-B TR3 displacers -1.5%, NFkB transloc pot -0.2, MRP reversal 7.4, PLAP inhibitors HTS -49.2%, MRP reversal cytotoxicity 87.6, MRP reversal with doxorubicin 80.2, NFkB transloc inh cell count 2 µM 185 and NFkB transloc pot cell count 2 µM 185.
For CCc1ccc(-c2cc(C(F)(F)F)n3nc(C(=O)Nc4c(C)nn(Cc5ccccc5C)c4C)cc3n2)s1 the results were NFkB transloc inh -3.2, Bcl-B TR3 displacers -24.0%, NFkB transloc pot 3.2, PLAP inhibitors HTS -71.7%, NFkB transloc inh cell count 2 µM 174 and NFkB transloc pot cell count 2 µM 174.
`Cc1c(C(=O)/C=C/c2cccs2)oc2ccc(F)cc12` gave NFkB transloc inh 5.6, Bcl-B TR3 displacers -4.0%, NFkB transloc pot -5.6, MRP reversal 2.3, PLAP inhibitors HTS 5.5%, MRP reversal cytotoxicity 21.4, MRP reversal with doxorubicin 19.1, NFkB transloc inh cell count 2 µM 137 and NFkB transloc pot cell count 2 µM 137.
Screening Cc1ccc(-c2noc(CSc3nnc(Cc4ccccc4)n3-c3ccc(Cl)cc3)n2)cc1 returned NFkB transloc inh -4.4, Bcl-B TR3 displacers -3.8%, NFkB transloc pot 4.4, MRP reversal -38.2, PLAP inhibitors HTS -59.8%, MRP reversal cytotoxicity 48.7, MRP reversal with doxorubicin 86.8, NFkB transloc inh cell count 2 µM 146 and NFkB transloc pot cell count 2 µM 146.
`O=C(OC1CCN(c2ncc(C(F)(F)F)cc2Cl)CC1)c1ccccc1` gave NFkB transloc inh -4.0, Bcl-B TR3 displacers -12.6%, NFkB transloc pot 4.0, PLAP inhibitors HTS -4.9%, NFkB transloc inh cell count 2 µM 162 and NFkB transloc pot cell count 2 µM 162.
For COCCn1c(SCC(=O)Nc2ccc(S(=O)(=O)N3CCOCC3)cc2)nc2ccccc21 the results were NFkB transloc inh 3.5, Bcl-B TR3 displacers -1.4%, NFkB transloc pot -3.5, MRP reversal -7.1, PLAP inhibitors HTS -67.1%, MRP reversal cytotoxicity 83.1, MRP reversal with doxorubicin 90.2, NFkB transloc inh cell count 2 µM 109 and NFkB transloc pot cell count 2 µM 109.
Screening O=C(Nc1ccccc1-c1nc2ccccc2o1)c1ccc2c(c1)OCCO2 returned NFkB transloc inh -27.5, NFkB transloc pot 27.5, MRP reversal 3.6, MRP reversal cytotoxicity 43.7, MRP reversal with doxorubicin 40.2, NFkB transloc inh cell count 2 µM 126 and NFkB transloc pot cell count 2 µM 126.
Cc1ccc(S(=O)(=O)N2CCN(C(=O)c3nn(C(C)C)c(=O)c4ccccc34)CC2)cc1C was read as NFkB transloc inh -17.1, Bcl-B TR3 displacers 1.9%, NFkB transloc pot 17.1, MRP reversal -12.3, PLAP inhibitors HTS -77.3%, MRP reversal cytotoxicity 69.8, MRP reversal with doxorubicin 82.1, NFkB transloc inh cell count 2 µM 168 and NFkB transloc pot cell count 2 µM 168.
`Cc1ccccc1OCc1nc(-c2ccc(Br)o2)no1` gave NFkB transloc inh -7.0, Bcl-B TR3 displacers -2.4%, NFkB transloc pot 7.0, MRP reversal 5.9, PLAP inhibitors HTS 24.7%, MRP reversal cytotoxicity 96.7, MRP reversal with doxorubicin 90.8, NFkB transloc inh cell count 2 µM 172 and NFkB transloc pot cell count 2 µM 172.

High-throughput results (PubChem BioAssay)
